# Assay outcomes (PubChem BioAssay)
# MKP-3 inhibition: MKP-3 phosphatase inhibitors, primary screen, biochemical, rat enzyme, in vitro (AID 425); inhibition, % at 20 µM; hits with a dose series show IC50 in µM; 0.17% of 110,000 active; recombinant MKP-3 phosphatase activity, fluorescence; higher % means a stronger effect; in the data active = inhibition above about 50%;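 also: plate controls were vehicle for no effect and reference inhibitor for full effect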
# Hsp70 inhibitors: Hsp70 inhibitors, probe displacement, primary screen, biochemical, fluorescence polarization (AID 583). Hsp70 fluorescence polarization probe displacement, mP; higher % means a stronger effect. one-dose displacement, % at 20 µM; IC50 in µM for titrated hits. 0.06% of 140,000 active; in the data active = displacement above about 50%;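 also: plate controls were vehicle for no effect and reference ligand for full effect; a part of the inactive calls stands beside numbers as strong as those of hits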
# Numbers without * were called inactive; . = no result given; & = joins results of further samples. A portion of the library; the hit share may differ from the screen's.
# Results follow in this order: MKP-3 inhibition	Hsp70 inhibitors
1: COCC(C)NCc1ccc(C)cc1C (stereo not drawn)
  -9%	1.3%
2: COc1ccc(S(=O)(=O)N2CCN(C3CCCC(C)C3)CC2)cc1 (stereo not drawn)
  2%	5.0%
3: O=S(=O)(NCC1CCCO1)c1cccc(S(=O)(=O)N2CCCC2)c1 (stereo not drawn)
  -12%	-2.8%
4: CCOc1[nH]c(/N=C/c2ccco2)c(C#N)c1C#N
  -2%	15%
5: Cc1cc(C(=O)CN2C(=O)NC(C)(c3cccc(Br)c3)C2=O)c(C)n1Cc1ccco1 (stereo not drawn)
  -10%	-8.7%
6: S=C(Nc1ccccn1)c1ccccn1
  -10%	7.6%
7: Cc1cccc(C2NS(=O)(=O)N=C2N)c1 (stereo not drawn)
  .	4.2%
8: CCC(=O)Nc1cccc(NC(=O)CN2CCN(c3ccccc3OC)CC2)c1
  -7%	-5.2%
9: COc1ccc(CCN2C(=O)c3[nH]nc(-c4ccccc4O)c3C2c2ccccc2)cc1OC (stereo not drawn)
  -7%	-3.6%
10: COc1ccc2c(c1)CCc1c(C(=O)Nc3c(C)nn(Cc4ccccc4)c3C)noc1-2
  .	8.2%
11: Cc1cc(Cl)ccc1OC(=O)CCN1C(=O)c2ccccc2C1=O
  2%	2.1%
12: O=C(NN1C(=O)C2C3C=CC(C4CC34)C2C1=O)c1cccc(Cl)c1 (stereo not drawn)
  3%	-5.5%
13: O=C1/C(=C\c2cccc(Br)c2)SC(=S)N1CC(=O)N1c2ccccc2Sc2ccccc21
  0%	2.3%
14: COC(=O)C1C(=O)N(C)C(c2ccccc2)C1C(=O)OC (stereo not drawn)
  1%	0.9%
15: CCn1nnnc1SCC(=O)NCc1cccs1
  2%	2.9%
16: CCOC(=O)c1ccc(NC(=O)N2CCc3ccccc32)cc1
  -18%	3.7%
17: COc1ccccc1NC(=O)Oc1ccc(NC(=O)c2ccco2)cc1
  -6%	2.2%
18: CC(Oc1cccc(Cl)c1)C(=O)Nc1ccccc1C(=O)N1CCN(C)CC1 (stereo not drawn)
  1%	-6.4%
19: Cc1cc(C)nc(Nc2nc(C)c3cc4c(cc3n2)OCO4)n1
  -1%	2.4%
20: c1ccc(-n2nc3c(ccc4cnnc43)[nH]2)cc1
  0%	4.4%
21: Cc1cc(OCCOCCN(C)CCO)cc(C)c1Cl
  -8%	1.2%
22: O=C(Nc1ccc(O)c(C(=O)O)c1)c1ccc2c(c1)C(=O)N(CC1CCCO1)C2=O (stereo not drawn)
  -15%	1.3%
23: COc1cccc(N2C(=O)C(=O)/C(=C(\O)c3ccccc3)C2c2ccc(C)cc2)c1 (stereo not drawn)
  -1%	-0.3%
24: Cc1cc(C)c(C#N)c(SCc2[nH]nc3c2C(c2ccc(F)cc2)C(C#N)=C(N)O3)n1 (stereo not drawn)
  .	-3.2%
25: COC(=O)COc1ccc(S(=O)(=O)N2CCc3ccccc3C2)cc1C
  .	3.3%
26: CCOc1ccc(C(=O)Nc2cc(OC)ccc2OC)cc1
  -18%	5.2%
27: CC(C(=O)N1c2ccccc2Sc2ccccc21)n1nnc(-c2cccs2)n1 (stereo not drawn)
  1%	-8.1%
28: O=C(O)c1ccccc1SC1CC(=O)N(c2ccccc2F)C1=O (stereo not drawn)
  2%	-3.1%
29: COc1ccc(NC(=O)C2=C(C)C(=O)OC23CCC(C)CC3)cc1Cl (stereo not drawn)
  .	-6.6%
30: Cc1sc2nc(SCC(=O)N3CCN(CCO)CC3)n(-c3ccccc3)c(=O)c2c1C
  -4%	0.9%
31: COc1cc(C(=O)N(CCc2ccccc2)C2=CC3CCC(C2)N3C)cc(OC)c1OC (stereo not drawn)
  .	-0.5%
32: CC1=C(C(=O)OCc2ccccc2)C(c2ccc(C(F)(F)F)cc2)C2=C(CCCC2=O)N1 (stereo not drawn)
  7%	0.4%
33: CN(CCO)c1ncnc2nc[nH]c12
  -8%	-5.6%
34: C/C(=N/N=C(c1ccccc1)c1ccccc1)c1cccs1
  0%	4.1%
35: O=C(O)/C=C/C(=O)Nc1ccc(F)c(F)c1
  -1%	3.8%
36: CC(=O)Nc1ccc(S(=O)(=O)N2CCN(c3ccc(C)c(Cl)c3)CC2)cc1
  -1%	-4.0%
37: CCOc1ccccc1NC(=O)CN(c1ccc(OC)cc1OC)S(C)(=O)=O
  -2%	-1.5%
38: C=CCn1c(=O)[nH]c2cc(C(=O)N3CCN(c4cccc(Cl)c4)CC3)ccc2c1=O
  -11%	-7.9%
39: Cc1ccc2cc(CNC(C)C)c(=O)[nH]c2c1
  -3%	0.2%
40: Cc1ccc2oc(-c3ccccc3)c(C(=O)O)c(=O)c2c1
  .	-4.4%
41: CCOc1cc(OCC)cc(C(=O)Nc2cccc(NC(=O)c3ccccc3C)c2)c1
  6%	-2.1%
42: COC(=O)C1(CO)NC(c2cccs2)C2C(=O)N(c3ccccc3)C(=O)C21 (stereo not drawn)
  -5%	5.0%
43: O=C(O)C[CH2][Ge](=[O])[O][Ge](=[O])[CH2]CC(=O)O
  .	0.3%
44: COc1ccc(NC(=O)c2cccs2)cc1OC
  -2%	6.3%
45: CCOc1ccc(/C=C/C(=O)c2ccc(C)cc2)cc1
  3%	-5.7%
46: CC(=O)N1CCN(CC(C)(C)NS(=O)(=O)c2ccccc2)CC1
  1%	-0.1%
47: CC(C)C(=O)Nc1ccccc1N1CCN(C(=O)c2ccccc2)CC1
  -8%	-2.7%
48: CC(=O)Nc1cccc(N=Cc2ccccc2O)c1
  0%	-1.5%
49: CCCN1CCC(N2CCN(c3ccccc3OC)CC2)CC1
  -10%	-0.1%
50: Cc1ncc(CO)c2cc(S(=O)(=O)c3ccc(F)cc3)c(=O)oc12
  -11%	6.9%
51: COC(=O)c1ccc(C(=O)Nc2ccc(N)cc2N)cc1
  -4%	-2.7%
52: O=C(Nc1ccccc1)Nc1nnc(-c2ccc(Cl)cc2)s1
  -1%	-3.3%
53: O=[N+]([O-])c1cnccc1Nc1cccc(F)c1
  .	4.5%
54: CCOC(=O)N1CCC(N2CC34C=CC(O3)C(C(=O)Nc3ccc(F)cc3)C4C2=O)CC1 (stereo not drawn)
  -2%	5.1%
55: CC12CCC(C(=O)NCCCN3CCOCC3)(OC1=O)C2(C)C (stereo not drawn)
  -10%	4.9%
56: COc1cc2c(cc1OC)C(C)N(C(=O)CCN1C(=O)C3C4C=CC(C4)C3C1=O)CC2 (stereo not drawn)
  2%	-5.3%
57: COc1ccccc1N1CCN(S(=O)(=O)c2ccccc2)CC1
  0%	0.3%
58: COCCNc1nc(-n2nc(C)cc2C)nc2sc3c(c12)CCCC3
  -2%	-2.4%
59: CCN(CC)S(=O)(=O)c1ccc(NS(=O)(=O)c2ccc(F)cc2)cc1
  .	4.5%
60: O=C1c2ccccc2-c2onc3ccc(NC4CCCCC4)c1c23
  -2%	69%

# The list goes on.
# Results follow in this order: MKP-3 inhibition	Hsp70 inhibitors
61: Cc1cc(NC(=O)CCc2ccccc2)ccc1NC(=O)CCc1ccccc1
  0%	-4.3%
62: CN(C)CCOc1ccccc1-c1ccccc1
  .	-3.7%
63: C=COCCNC(=O)C(=O)Nc1cccc(C)c1C
  4%	0.0%
64: Nc1nncn1C(=O)CCCOc1ccc(Cl)cc1Cl
  -11%	1.4%
65: COc1cccc(-n2nnc3c(=O)n(Cc4ccccc4F)cnc32)c1
  -6%	-5.1%
66: O=C(NC1CCCCCC1)c1ccc(Cl)c([N+](=O)[O-])c1
  0%	-3.7%
67: O=C(CSc1nnc(Cn2nnc3ccccc32)o1)N(Cc1ccc(F)cc1)c1ccccc1
  -4%	-2.4%
68: Cc1cc(NS(=O)(=O)c2ccc(NC(=O)COc3ccccc3C(C)C)cc2)no1
  4%	3.1%
69: O=C(CN1CCc2ccccc2C1)N1CCN(S(=O)(=O)c2ccccc2)CC1
  1%	1.6%
70: CCOC(=O)c1c(N2C(=O)C3CC=C(Cl)CC3C2=O)sc2c1CCCC2 (stereo not drawn)
  4%	-4.0%
71: Cc1ccc(S(=O)(=O)Nc2cccc(C)c2C)cc1[N+](=O)[O-]
  -2%	-1.4%
72: Cc1c(Cl)ccc2c1NC(C(=O)O)C1CC=CC21 (stereo not drawn)
  107%*	96%*
73: COCCCNC(=O)C1CC(=O)N(CCc2ccc(OC)c(OC)c2)C1 (stereo not drawn)
  -4%	5.1%
74: O=C1CC(/C=C/c2ccco2)=Nc2ccccc2N1
  -7%	16%
75: O=C(Nc1ccc(Cl)c(-c2nc3ccccc3[nH]2)c1)c1ccncc1
  -1%	-0.3%
76: COc1ccc(OC)c(S(=O)(=O)N2CCC(C(=O)NCCc3ccc(OC)c(OC)c3)CC2)c1
  1%	6.6%
77: CCOc1ccc(C2C(C(=O)c3ccc(C)o3)=C(O)C(=O)N2CCN2CCOCC2)cc1OC (stereo not drawn)
  -11%	-1.9%
78: CCN1CCN(S(=O)(=O)c2ccc(S(=O)(=O)NCC3CCCO3)cc2)CC1 (stereo not drawn)
  -10%	-5.3%
79: Cc1ccc(NC(=O)C2CC(=O)NC(Nc3cccc(C)c3)=N2)cc1 (stereo not drawn)
  -10%	-3.6%
80: Cc1cc(C)n(C(=O)COc2ccc(Cl)cc2Cl)n1
  .	-1.3%
81: CCOc1ccc(C(=O)C2CCN(C(=O)c3ccccc3C(=O)O)CC2)cc1
  -6%	-0.7%
82: COc1ccc2[nH]c(=O)c(CN(Cc3nnnn3Cc3ccc(F)cc3)CC3CCCO3)cc2c1 (stereo not drawn)
  -7%	-4.8%
83: C=C(C)c1cccc(C(C)(C)NC(=O)N2CCN(C/C=C/c3ccccc3)CC2)c1
  -2%	1.0%&4.8%
84: O=C(O)C1C2C=CC(C2)C1C(=O)NCCc1cccc(Cl)c1 (stereo not drawn)
  -4%	1.7%
85: CCCSc1nnc(-c2ccccc2N)c(=O)[nH]1
  -9%	0.1%
86: Cc1ccc(C)c(N(CC(=O)NCc2ccco2)C(=O)CCC(=O)Nc2ccccn2)c1
  2%	1.0%
87: O=S(=O)(c1ccccc1)c1nc(-c2ccco2)oc1NCc1cccnc1
  -2%	-4.8%
88: O=c1ccc(Oc2nc(N3CCOCC3)nc(N3CCOCC3)n2)nn1-c1ccccc1
  .	6.5%
89: O=C1CC2CS(=O)(=O)CC2N1c1ccc(Oc2ccccc2)cc1 (stereo not drawn)
  4%	-3.1%
90: Cc1ccc(NC(=O)/C(=C/c2ccccc2)c2ccccc2)cc1C
  1%	-1.7%

# Molecules from the list above containing a COOH group:
# Results follow in this order: MKP-3 inhibition	Hsp70 inhibitors
22: O=C(Nc1ccc(O)c(C(=O)O)c1)c1ccc2c(c1)C(=O)N(CC1CCCO1)C2=O (stereo not drawn)
  -15%	1.3%
28: O=C(O)c1ccccc1SC1CC(=O)N(c2ccccc2F)C1=O (stereo not drawn)
  2%	-3.1%
35: O=C(O)/C=C/C(=O)Nc1ccc(F)c(F)c1
  -1%	3.8%
40: Cc1ccc2oc(-c3ccccc3)c(C(=O)O)c(=O)c2c1
  .	-4.4%
43: O=C(O)C[CH2][Ge](=[O])[O][Ge](=[O])[CH2]CC(=O)O
  .	0.3%
72: Cc1c(Cl)ccc2c1NC(C(=O)O)C1CC=CC21 (stereo not drawn)
  107%*	96%*
81: CCOc1ccc(C(=O)C2CCN(C(=O)c3ccccc3C(=O)O)CC2)cc1
  -6%	-0.7%
84: O=C(O)C1C2C=CC(C2)C1C(=O)NCCc1cccc(Cl)c1 (stereo not drawn)
  -4%	1.7%

# Returning to the listing, starting 3 compounds before the break.
# Results follow in this order: MKP-3 inhibition	Hsp70 inhibitors
88: O=c1ccc(Oc2nc(N3CCOCC3)nc(N3CCOCC3)n2)nn1-c1ccccc1
  .	6.5%
89: O=C1CC2CS(=O)(=O)CC2N1c1ccc(Oc2ccccc2)cc1 (stereo not drawn)
  4%	-3.1%
90: Cc1ccc(NC(=O)/C(=C/c2ccccc2)c2ccccc2)cc1C
  1%	-1.7%
91: Cc1ccc(NC(CC(=O)c2ccccc2)c2ccc(F)cc2)cc1 (stereo not drawn)
  2%	-1.3%
92: COc1cc(CNC2CCC(C)C2)cc(OC)c1 (stereo not drawn)
  1%	-0.5%
93: O=C(Cc1ccc(F)cc1F)Nc1ccc(Cl)cc1Cl
  -2%	1.6%
94: CCN(CC)C(=O)CSc1nnc(-c2ccncc2)n1N
  .	-2.7%
95: CC1CN(C)C(c2ccccc2)C(C)C12NC(=O)NC2=O (stereo not drawn)
  .	-2.7%
96: Cc1oc(C(N)=O)cc1COc1ccc(C(N)=O)cc1
  1%	2.1%
97: CC1(C)Cc2c(c(N3CCOCC3)nc3snc(Br)c23)CO1
  3%	-1.0%
98: O=C(Cc1cccs1)Nc1ccccn1
  4%	1.3%
99: Cc1nnc(SCC(=O)NC2CCCC2)s1
  .	9.1%
100: N#Cc1c(NC(=O)c2cnccn2)sc2c1CCCCCC2
  11%	-5.1%
101: O=Cc1c(Sc2ccccn2)nc2ccccn2c1=O
  .	0.9%
102: CCCCCn1c(SCC#N)nc2cc(C(=O)NCC3CCCO3)ccc2c1=O (stereo not drawn)
  -1%	5.8%
103: CC(C)c1ccc(-c2csc(NC(=O)C3C4CCC(C4)C3C(=O)O)n2)cc1 (stereo not drawn)
  2%	-2.9%
104: COc1cccc(C2=NOC(C(=O)NCCN3CCOCC3)C2)c1 (stereo not drawn)
  4%	2.9%
105: CCOC(=O)C1CCN(C(=O)c2ccc(N(C)S(C)(=O)=O)cc2)CC1
  .	2.6%
106: C=CCC1(O)C(C)C(c2cc(OC)ccc2OC)NC(c2cc(OC)ccc2OC)C1C (stereo not drawn)
  -3%	1.2%

# Whole records, looked up by structure. Order of values: MKP-3 inhibition	Hsp70 inhibitors
# O=C(NN1C(=O)C2C3C=CC(C4CC34)C2C1=O)c1cccc(Cl)c1 (stereo not drawn) is entered as 3%	-5.5%
# CCn1nnnc1SCC(=O)NCc1cccs1 is entered as 2%	2.9%
# COc1ccc(S(=O)(=O)N2CCN(C3CCCC(C)C3)CC2)cc1 (stereo not drawn) is entered as 2%	5.0%
# COCCNc1nc(-n2nc(C)cc2C)nc2sc3c(c12)CCCC3 is entered as -2%	-2.4%
